ANO1 block = mouse TMEM16A channel inhibition, primary screen; normalized B-score (activity score, 25-100; higher = stronger inhibition) at 10 µM; actives 1.2% (n = 310,000); HEK293 TMEM16A/YFP iodide influx fluorescence, ionomycin; Q8BHY3;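 active = ratio plate-corrected score three or more library SD toward inhibition, starting fluorescence score within five deviations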;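 note: score derived from kinetic fluorescence span divided by baseline fluorescence per well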
TRPC6 act = activates the mouse TRPC6 cation channel; Q61143; HEK293-TRPC6 membrane potential dye fluorescence; hits give high values; B-score at 10 µM; actives 0.13% (n = 310,000);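 active = B-score of the integrated fluorescence ratio above library mean plus 3 SD, and starting fluorescence ratio within library mean plus 5 SD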;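 note: higher score means more depolarization so channel activation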
Target sequence (Q61143 whole entry, looked up): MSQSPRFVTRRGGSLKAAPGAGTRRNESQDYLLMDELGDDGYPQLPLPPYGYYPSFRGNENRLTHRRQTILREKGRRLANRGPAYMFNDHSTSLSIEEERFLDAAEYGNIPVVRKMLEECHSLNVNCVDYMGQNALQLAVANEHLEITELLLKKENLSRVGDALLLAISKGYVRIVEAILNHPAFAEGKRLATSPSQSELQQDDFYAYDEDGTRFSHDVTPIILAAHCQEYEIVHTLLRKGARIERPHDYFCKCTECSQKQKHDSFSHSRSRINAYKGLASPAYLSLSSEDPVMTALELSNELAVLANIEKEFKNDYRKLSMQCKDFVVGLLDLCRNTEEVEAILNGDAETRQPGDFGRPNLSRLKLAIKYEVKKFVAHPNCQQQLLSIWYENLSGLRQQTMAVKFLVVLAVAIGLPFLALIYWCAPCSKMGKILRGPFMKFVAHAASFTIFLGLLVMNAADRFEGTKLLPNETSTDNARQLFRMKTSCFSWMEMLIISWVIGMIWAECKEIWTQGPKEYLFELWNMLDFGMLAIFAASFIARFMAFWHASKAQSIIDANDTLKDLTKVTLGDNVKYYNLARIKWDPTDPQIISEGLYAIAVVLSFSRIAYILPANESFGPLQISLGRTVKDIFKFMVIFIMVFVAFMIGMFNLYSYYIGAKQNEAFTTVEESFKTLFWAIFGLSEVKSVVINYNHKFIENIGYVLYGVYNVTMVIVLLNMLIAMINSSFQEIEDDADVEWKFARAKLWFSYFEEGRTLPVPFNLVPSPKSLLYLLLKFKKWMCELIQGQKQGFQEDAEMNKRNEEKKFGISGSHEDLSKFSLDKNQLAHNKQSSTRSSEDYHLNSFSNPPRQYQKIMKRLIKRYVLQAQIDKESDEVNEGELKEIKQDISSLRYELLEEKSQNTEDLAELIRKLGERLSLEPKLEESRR
TRPC4 act = TRPC4 (mouse) channel activation; Q9QUQ5; HEK293 TRPC4beta/mu-opioid, Fluo4 calcium fluorescence; hits give high values; B-score at 10 µM; actives 0.49% (n = 310,000); AID 2237;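 active = B-score above 5 SD of library B-scores, and initial fluorescence ratio not above library mean plus 5 SD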;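 note: positive B-score marks a calcium rise read as TRPC4 activation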
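Test system: HEK293 cells stably co-expressing mouse TRPC4beta and mu-opioid receptor | Schedule: Fluo4 dye loading 45 min at room temperature, 110 s recording | Measured by: Kinetic Fluo4 calcium fluorescence, 5 s baseline at 1 Hz | Evaluation: B score of integrated ratio | Controls: Buffer (low) and maximal DAMGO (high)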
MrgX1 agonist = activates human MrgX1 receptor signaling | Q96LB2 | MrgX1-HEK293 cells, Fluo-4 calcium fluorescence, agonist mode; hits give high values | B-score at 10 µM | actives 0.44% (n = 310,000);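 active = calcium response B-score plate-corrected fluorescence ratio at least 3 library SD, with starting fluorescence B-score inside 5 SD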
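Assay system: MrgX1-expressing HEK293 cells / Amount: fifteen thousand cells per well / Doses: test compound in the initial addition of three / Timing: cells plated overnight, dye loaded 0.5 h 37 °C, 0.5 h room temperature / Technique: kinetic calcium dye fluorescence, Fluo-4 NW / Control set: positive and negative controls per plate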
MrgX1 antag = blocks BAM8-22 activation of human MrgX1 receptor; Q96LB2; MRGX1-HEK293 calcium flux, Fluo-4, BAM8-22 antagonism; hits give low values; B-score at 10 µM; actives 1.3% (n = 310,000); AID 588676;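 active = calcium-response B-score plate-corrected more than 3 library SD below zero, starting fluorescence within 5 deviations, no agonist response on first addition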;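 note: peak minus trough fluorescence over baseline after final BAM8-22 challenge near maximal dose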
SKKanGAS inh = SKKanGAS growth inhibition. S. pyogenes SKKanGAS, kanamycin growth, BacTiter-Glo, 6 h. inhibition, % at 7.5 µM. actives 1.3% (n = 300,000). AID 1662;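 active = mean replicate score, as percent of positive control median, at least 50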;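 note: strain carries kanamycin resistance gene driven by streptokinase promoter and grows in 40 µg/ml kanamycin; loss of luminescence reflects streptokinase promoter inhibition or plain growth inhibition; 0% = median of DMSO wells and 100% = positive control at its reference dose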
TRPC6 inhibitor = mouse TRPC6 channel inhibition; HEK293-TRPC6, membrane potential dye, ACh-evoked depolarization; hits give low values; B-score at 10 µM; actives 1.1% (n = 310,000); AID 2553;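 active = B-score under library mean minus 3 SD, initial fluorescence not abnormally high, positive integrated signal ratio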;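 note: B-score derived from integrated fluorescence ratio over the kinetic read; more negative B-score means stronger inhibition of depolarization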
TRPC4 PAM = TRPC4 (mouse) allosteric potentiation. actives 0.42% (n = 310,000). Q9QUQ5. B-score at 10 µM. HEK293 TRPC4beta/mu-opioid, DAMGO EC20, Fluo-4 Ca2+ flux; hits give high values. AID 2227;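 active = B-score of calcium response area above 5 SD of library B-scores, with initial fluorescence ratio within 5 SD of library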;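 note: B-score of integrated fluorescence ratio over time as area under calcium response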
TRPC4 block = TRPC4 (mouse) channel inhibition; B-score at 10 µM; Q9QUQ5; actives 0.39% (n = 300,000); AID 2247; HEK293 TRPC4beta/mu-opioid, DAMGO-evoked Fluo4 calcium flux; hits give low values;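 active = B-score over 3 SD under the library average, no early fluorescence shift, positive overall ratio signal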
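Assay system: TRPC4beta/mu-opioid receptor HEK293 cell line; compound dosing: single concentration per test compound; detection: Fluo4 Ca2+ flux fluorescence; evaluation: per-well B score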
MrgX1 allo act = allosterically activates human MrgX1 receptor signaling. actives 0.63% (n = 310,000). MrgX1-HEK293, Fluo-4 calcium flux, FDSS; hits give high values. Q96LB2. B-score at 10 µM. AID 588675;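 active = plate-corrected calcium response at least 3 library SD above typical, normal starting fluorescence, not activating the receptor alone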;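 note: compound read alongside a low EC10 to EC30 dose of BAM8-22 agonist; peak minus trough fluorescence over baseline measured at the second addition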
ANO1 activ = activators or potentiators of mouse TMEM16A chloride channel; actives 0.3% (n = 340,000); HEK293 TMEM16A/YFP-H148Q/I152L, iodide quench fluorescence; hits give low values; B-score at 10 µM; Q8BHY3;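 active = fluorescence-ratio B-score plate-corrected deviation score at least 3 library SD below zero, with starting fluorescence score within 5 deviations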;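 note: channel opened by trigger with iodide after compound preincubation; score built on the fluorescence ratio of max minus min over baseline; more negative score means more quench and so TMEM16A activation or potentiation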
An asterisk follows results filed as active; i = inactive; / = not tested or not shown. Compounds were not picked by outcome; about 6.7% have a hit in one of these screens.

Screens in order – ANO1 block	TRPC6 act	TRPC4 act	MrgX1 agonist	MrgX1 antag	SKKanGAS inh	TRPC6 inhibitor	TRPC4 PAM	TRPC4 block	MrgX1 allo act	ANO1 activ
1	CCOCCCNC(=O)/C(C#N)=C/c1ccc(Cl)c([N+](=O)[O-])c1
    i	i	i	i	i	-2.5	i	18*	i	i	i
2	COC(=O)c1c([N+](=O)[O-])c(OC)c(OC)c(OC)c1[N+](=O)[O-]
    i	i	i	i	i	-0.7	i	i	i	i	i
3	CC(=O)c1ccc(N2CCN(S(=O)(=O)c3ccc(-c4cc(C)no4)s3)CC2)cc1
    i	i	i	i	i	1.2	i	i	i	i	i
4	CN1CCN(C(=O)c2cc(S(=O)(=O)Nc3ccccc3F)c(Cl)cc2Cl)CC1
    i	i	i	i	i	-12.1	i	i	i	i	i
5	C=CCn1c(=NC(=O)CN2C(=O)CCC2=O)sc2cccc(OC)c21
    i	i	i	i	i	1.7	i	i	i	i	i
6	Cn1c(=O)c2c(nc(SCCN3CCOCC3)n2Cc2cccc3ccccc23)n(C)c1=O
    i	i	i	i	i	-1.3	i	i	i	i	i
7	COc1ccc(NS(=O)(=O)c2cccc(C(=O)N3CCN(Cc4ccc5c(c4)OCO5)CC3)c2)cc1
    i	i	i	i	i	17.5	i	i	i	i	i
8	COc1ccc(C(=O)NC2CC3CCCC(C2)N3Cc2ccccc2)c(OC)c1 (configuration not stated)
    i	i	i	i	i	-0.1	i	i	i	i	i
9	Cc1ccsc1C(=O)OCC(=O)NCCC1=CCCCC1
    i	i	i	i	i	2.8	i	i	i	i	i
10	COc1ccc(OCC(=O)Nc2ccccc2N2CCCCC2)cc1
    i	i	i	i	i	6.5	i	i	i	14.6*	i
11	O=C(CCCn1c(=S)[nH]c2cc3c(cc2c1=O)OCO3)N1CCc2ccccc2C1
    i	i	i	i	i	2.3	i	i	i	i	i
12	COc1cc2c(cc1OC)C(C)N(C(=O)c1cc3c(=O)oc4ccc(C)cc4c3s1)CC2 (configuration not stated)
    i	i	i	i	i	35.3	i	i	i	i	i
13	Cc1csc(SCC(=O)Nc2ccc3c(c2)OCCO3)n1
    i	i	i	i	i	0.5	i	i	i	i	i
14	CCC(c1nnc(SCC(=O)Nc2ccc(C(=O)N(C)C)cc2)n1Cc1ccccc1)N(C)C (configuration not stated)
    i	i	i	i	i	0.5	i	i	i	i	i
15	CCCCC(CC)CNC(=O)C(=O)c1ccccc1NC(C)=O (configuration not stated)
    i	i	i	i	i	-7.2	i	i	i	i	i
16	O=C(CSc1ncn[nH]1)Nc1ccc(Cl)c(S(=O)(=O)N2CCOCC2)c1
    i	i	i	i	i	-1.1	i	i	i	i	i
17	COC(=O)c1c(C)oc(C)c1S(=O)(=O)Nc1ccccc1
    i	i	i	i	i	4.3	i	i	i	i	i
18	CC(=O)N1CCc2cc(S(=O)(=O)NCC(=O)NCc3ccc(Cl)cc3)ccc21
    i	i	i	i	i	1.0	i	i	i	i	i
19	O=C(CCN1C(=O)C2C3C=CC(C3)C2C1=O)N1CC(=O)N(CCc2ccccc2)C(=O)C1 (configuration not stated)
    i	/	/	i	i	/	/	/	/	i	i
20	Cc1ccc(CNC(=O)CC(C)S(=O)(=O)c2ccc3c(c2)NC(=O)CS3)o1 (configuration not stated)
    i	i	i	i	i	0.9	i	i	i	i	i
21	CCC(C)NC(=O)c1cccc(C)c1 (configuration not stated)
    i	i	i	i	i	-8.2	i	i	i	i	i
22	COc1ccccc1C(=O)C1CCCN(C(=O)c2cccnc2SC)C1 (configuration not stated)
    i	i	i	i	i	0.9	i	i	i	i	i
23	Cc1ccc(S(=O)(=O)NNC(=O)Nc2ccc(Cl)c(Cl)c2)cc1
    i	i	i	i	i	-1.3	i	i	i	i	i
24	Cc1cccc(C)c1OCC(=O)N/N=C/c1cccn1C
    i	i	i	i	i	-8.7	i	i	i	i	i
25	Cc1ccc(Nc2nc(-c3ccccc3)cs2)nc1
    i	i	i	i	i	7.3	i	i	i	i	i
26	COc1ccc(S(=O)(=O)N2CCC(C(=O)NCCN3CCOCC3)CC2)cc1
    i	i	i	i	i	3.6	i	i	i	i	i
27	O=C(NCc1ccc2c(c1)OCO2)C(=O)Nc1ccccc1
    i	i	i	i	i	6.1	i	i	i	i	i
28	COc1ccc(OC)c(S(=O)(=O)N2c3cc(F)ccc3CCC2C)c1 (configuration not stated)
    i	i	i	i	i	-1.7	i	i	i	i	i
29	CCOC(=O)C1(CCOC)CCN(Cc2ccc(C(=O)OC)cc2)CC1
    i	i	i	i	i	-5.2	i	i	i	i	i
30	CC(=O)N(c1ccc2oc(=O)sc2c1)S(=O)(=O)c1cccs1
    i	i	i	i	i	1.1	i	i	i	i	/
31	Cc1ccc(CSCC(=O)NCc2ccco2)cc1
    i	i	i	i	i	-0.6	i	i	i	i	i
32	CCOc1cc(S(=O)(=O)NCC2OCCc3ccccc32)c(OCC)cc1-n1cnnn1 (configuration not stated)
    i	i	i	i	i	-3.4	i	i	i	i	i
33	O=C(COC(=O)c1cc([N+](=O)[O-])ccc1N1CCOCC1)Nc1cccc(F)c1
    i	i	i	i	i	-7.7	i	i	i	i	i
34	O=C(/C=C\c1ccco1)NC(=S)Nc1ccccc1O
    i	i	i	i	i	0.0	i	i	i	i	i
35	Cc1cc(NC(=O)c2cccs2)ncc1NC(=O)C(C)C
    i	i	i	i	i	5.6	i	i	i	i	i
36	CCOc1ccc(N(CC(=O)NCc2ccc(OC)cc2)S(C)(=O)=O)cc1
    i	i	i	i	i	-13.6	i	i	i	i	i
37	COc1ccc(CSc2nc(C)cc(C)c2S(C)(=O)=O)cc1
    i	i	i	i	i	0.7	i	i	i	i	i
38	N#CC1(c2nc3ccccc3[nH]2)CC1c1ccc2c(c1)OCO2 (configuration not stated)
    i	i	i	i	i	-1.9	i	i	i	i	i
39	COc1cc2c(C(=O)NCc3ccc(C)o3)cn(CC(C)C)c(=O)c2cc1OC
    i	i	i	i	i	-6.6	i	i	i	i	i
40	Cc1ccc(C)c(-c2csc(N/N=C/c3ccco3)n2)c1
    i	i	i	i	i	5.2	i	i	i	i	i
41	CCNC(=S)N1CCn2c(nc3ccccc32)C1
    i	i	i	i	i	2.8	i	i	i	i	i
42	O=C(NC1CC1)C1=C[C@@H](C2CC2)C[C@@H](OCc2ccc(CO)cc2)O1
    i	i	i	i	i	1.7	i	i	i	i	i
43	Cc1cccc(C(=O)NC2CCN(S(=O)(=O)c3ccccc3)CC2)c1
    i	i	i	i	i	-4.0	i	i	i	i	i
44	COc1ccc(N2CC(C(=O)N3CCCC(C)C3)CC2=O)cc1 (configuration not stated)
    i	i	i	i	i	-3.5	i	i	i	i	i
45	CCCCN(CC)CCCNC(=O)Cn1nc(Cc2ccncc2)c2ccccc2c1=O
    i	i	133*	i	i	-1.7	i	i	i	i	i
46	Cc1ccc(N(Cc2cc3ccc(C)cc3[nH]c2=O)C(=O)c2cccs2)cc1
    i	i	i	i	i	-0.2	i	i	i	i	/
47	Fc1ccccc1-c1n[nH]c(=S)n1C1CC1
    i	i	i	i	i	11.5	i	i	i	i	i
48	COc1ccc2c(c1)CCc1c(C(=O)NC3CCCCC3)noc1-2
    100*	i	i	i	i	-12.4	i	i	i	i	i
49	COC(=O)CCc1nc2cc(Cl)ccc2n(Cc2ccccc2)c1=O
    i	i	i	i	i	-0.4	i	i	i	i	i
50	Cc1cc(C)c2nc(N3CCCC(C(=O)NCCCN4CCOCC4)C3)sc2c1 (configuration not stated)
    i	i	i	i	i	7.0	i	i	i	i	i
51	COc1ccc(CN2CC[C@H]3C=CC[C@@H](C(=O)Nc4ccc(Cl)c(C(F)(F)F)c4)[C@H]3C2=O)cc1OC
    i	i	i	i	i	7.0	i	i	i	i	i
52	O=C(CSc1nnc(-c2ccc(Cl)s2)o1)N1CCCc2ccccc21
    /	i	i	/	/	/	i	i	i	/	i
53	CC1CC2=C(CC1/C=N/NC(N)=S)C(C)(C)CCC2 (configuration not stated)
    i	i	i	i	i	-12.1	i	i	i	i	i
54	O=C(c1ccc(Cl)s1)N1CCN(c2ccccc2)CC1
    i	i	i	i	i	1.4	i	i	i	i	i
55	CN1C(C(=O)Nc2ccc(OC(F)(F)F)cc2)=CC(c2ccc3c(c2)OCO3)=NS1(=O)=O
    i	i	i	i	i	23.7	i	i	i	i	i
56	COc1ccc(C(=O)Nc2cccc(NC(=O)c3ccc(OC)c(OC)c3)n2)cc1OC
    i	i	i	i	i	0.6	i	i	i	i	i
57	COc1cc(OC)cc(C(=O)NN2CCCCC2)c1
    i	i	i	i	i	-1.0	i	i	i	i	i
58	COc1ccc(NC(=O)c2ccc(-c3ccc([N+](=O)[O-])cc3)o2)cc1
    i	i	i	i	i	3.8	i	i	i	i	i
59	CCOC(=O)C1(Cc2cccc(OC)c2)CCCN(Cc2cnn(C)c2)C1 (configuration not stated)
    i	i	i	i	i	-0.1	i	i	i	i	i
60	COCCN(C(=O)COC(=O)C1(c2ccccc2)CC1)c1c(N)n(CC(C)C)c(=O)[nH]c1=O
    i	i	i	i	i	-5.2	i	i	i	i	i

The listing continues.
Screens in order – ANO1 block	TRPC6 act	TRPC4 act	MrgX1 agonist	MrgX1 antag	SKKanGAS inh	TRPC6 inhibitor	TRPC4 PAM	TRPC4 block	MrgX1 allo act	ANO1 activ
61	Cc1ccccc1C(=O)N(C)c1ccccc1C(=O)NCc1ccccc1
    i	i	i	i	i	-5.8	i	i	i	i	i
62	O=C(Nc1nc2c(ccc3ccccc32)s1)c1ccco1
    i	i	i	i	i	19.8	i	i	i	i	i
63	Nc1c(C=C2C=CC(=O)C=C2)c(=O)nc2snc(SCc3ccccc3)n12
    i	i	i	i	i	19.8	i	i	i	i	i
64	OCCNc1ncnc2c1nnn2Cc1ccccc1
    /	i	i	/	/	8.7	i	i	i	/	i
65	O=C(NCc1ccccc1)C1CCCN(S(=O)(=O)c2cccc3nonc23)C1 (configuration not stated)
    i	i	i	i	i	9.2	i	i	i	i	i

Assay outcomes deposited in PubChem BioAssay by several laboratories.
